HIV peptide binding = cell-free HIV fusion peptide-binding blockers – biochemical, uHTS, fluorescence dequenching, primary screen (AID 1986). cell-free peptide binding, fluorescence dequenching, 30 min; higher % means a stronger effect. inhibition, % at 20 µM; hits with a dose series show IC50 in µM. 290,000 tested, 0.3% active; in the data active means inhibition mostly above about 52%, no sharp cut-off; inactive means mostly below about 76%; further: some results filed as inactive read as strong as hits
NOD1 NF-kB reporter = NOD1 signaling inhibitors, primary screen, cell-based, luminescence, uHTS (AID 1578). NOD1-driven NF-kB luciferase reporter cells, luminescence; higher % means a stronger effect. 290,000 tested, 1% active. one-dose inhibition, % at 4 µM; EC50 in µM for titrated hits; in the data active means inhibition mostly above about 36%, no sharp cut-off; inactive means mostly below about 34%;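 further: HEK-293T reporter cells stimulated with the NOD1 agonist gamma-tri-DAP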
KOR beta-arrestin-1 = kappa opioid receptor blockers – cell-based, luminescence, uHTS (AID 1778); KOR beta-arrestin recruitment, luminescence, antagonist mode; higher % means a stronger effect; one-dose inhibition, % at 10 µM; IC50 in µM for titrated hits; 290,000 tested, 0.091% active; further: strong numbers were not always called active
NOD2 inhibition = inhibition of NOD2-driven NF-kB reporter – cell-based, luminescence, uHTS, HEK293 (AID 1566); inhibition, % at 4 µM, or EC50 in µM where a hit was titrated; 290,000 tested, 0.63% active; HEK293 NOD2/NF-kB luciferase reporter, luminescence; higher % means a stronger effect; further: many of its hits are not listed in these tables
GPR55 LPI antagonism = GPR55 antagonists blocking LPI-driven arrestin recruitment, primary screen, imaging, U2OS, beta-arrestin-GFP, LPI agonist (AID 2013). U2OS GPR55 beta-arrestin-GFP translocation imaging, LPI antagonism; higher % means a stronger effect. one-dose inhibition, % at 10 µM; IC50 in µM for titrated hits. 290,000 tested, 0.13% active;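 active means spots per cell inhibited over 60%, with over 100 cells counted and total cytoplasm intensity under 500,000; inconclusive means wells with under 100 cells, flagged as likely toxic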;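 further: U2OS cells stably carrying GPR55 and arrestin-GFP stimulated by 5 µM LPI near EC80; imaged beta-arrestin-GFP aggregate spots per cell after agonist stimulation; plate controls were LPI-stimulated DMSO wells for no effect and DMSO wells without LPI for full effect; some results filed as inactive read as strong as hits; confirmed hits need IC50 under 10 µM and bright autofluorescent wells are also inconclusive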
GPR55 beta-arrestin = GPR55 agonists via beta-arrestin recruitment, primary screen, imaging, U2OS cells, beta-arrestin-GFP redistribution (AID 1961); U2OS GPR55 beta-arrestin-GFP redistribution imaging; higher % means a stronger effect; activation, % at 10 µM, or EC50 in µM where a hit was titrated; 290,000 tested, 0.048% active;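 active means activation above 40% with more than 50 cells counted in the well; inconclusive means wells holding fewer than 50 cells, flagged as toxic or sparse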;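 further: U2OS osteosarcoma cells stably expressing GPR55 and beta-arrestin-GFP; plate controls were DMSO negative control for no effect and LPI positive control for full effect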
KOR beta-arrestin-2 = kappa opioid receptor activators – cell-based, luminescence, uHTS, primary screen (AID 1777). KOR beta-arrestin recruitment, luminescence; higher % means a stronger effect. activation, % at 10 µM; hits with a dose series show EC50 in µM. 280,000 tested, 0.02% active; in the data active means activation above about 50%, passing the limit was not always enough; further: a part of the inactive calls stands beside numbers as strong as those of hits
Large T inhibition = SV40 large T antigen inhibitors, biochemical (AID 1903). SV40 large T antigen ATPase/helicase inhibition assay; higher % means a stronger effect. one-dose inhibition, % at 20 µM; IC50 in µM for titrated hits. 310,000 tested, 0.39% active; in the data active means a potency from the dose series; inconclusive means inhibition mostly from about 32% at the one dose, without a potency; inactive means the rest, 99 in 100 with inhibition below about 32%; further: strong numbers were not always called active
MgcRacGAP inhibition = MgcRacGAP GTPase-activating activity inhibitors, confirmation, biochemical, ADP Hunter fluorescence; inhibition, % at 30 µM, or IC50 in µM where a hit was titrated; AID 624330; 340,000 tested, 0.6% active; MgcRacGAP-stimulated Rac1 GTP hydrolysis, ADP Hunter fluorescence; higher % means a stronger effect; GST-tagged Rac1 F28L mutant substrate;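 active means first-screen hits whose inhibition reached a set limit at any dose in the follow-up dose series; inconclusive means inhibition above the set first-screen limit but never retested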;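 further: fluorescence reports GDP produced by GAP-driven GTP hydrolysis; strong numbers were not always called active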
* hit, by the source's call; ? = inconclusive; nt = no result given; & = joins results of further samples; [ ] = another dose, or the depositor's remark. Unless noted, no stated cut-off is given here; in the data, active means inhibition above about 50%; inactive means the rest. A portion of the library; the hit share may differ from the screen's.

SMILES	HIV peptide binding	NOD1 NF-kB reporter	KOR beta-arrestin-1	NOD2 inhibition	GPR55 LPI antagonism	GPR55 beta-arrestin	KOR beta-arrestin-2	Large T inhibition	MgcRacGAP inhibition
COc1ccccc1-c1cc(C(=O)N2CCN(c3ccccc3OC)CC2)no1	-2.0%	22.9%	-3.2%	27.0%	5.3%	0.3%	-1.0%	7.9%	7.7%
COc1cc(C)c(Cl)cc1S(=O)(=O)N1CCSC1	-0.2%	-4.9%	-20.5%[20 µM]	2.0%	8.8%	-0.1%	3.6%	9.7%	-1.1%
CCOc1cc(CNCCc2ccc(S(N)(=O)=O)cc2)ccc1OCC(=O)NC1CCCCC1	-0.2%	-31.5%	29.7%	11.7%	5.4%	0.1%	-0.6%	22.5%	-1.6%
CC1CN(C(=O)c2ccc(COc3ccc4ccccc4c3)o2)CC(C)O1 (configuration not stated)	-1.1%	-35.3%	-6.3%[20 µM]	-100.3%	4.3%	-0.1%	nt	25.0%	3.5%
CC(C)=CC(=O)N1CC[C@@H](N2CCN(c3ccccc3F)CC2)[C@H](O)C1	0.3%	-2.8%	27.2%	-3.7%	7.5%	-0.1%	-1.5%	7.8%	8.8%
Cc1cccc(Nc2nc(Cl)ncc2F)c1C	-1.1%	2.9%	-8.3%[20 µM]	-10.5%	21.9%	-0.3%	-4.5%	7.5%	-0.9%
CC(C)NC(=O)COC(=O)c1cccc(NS(=O)(=O)/C=C/c2ccccc2)c1	0.0%	5.1%	-26.2%	-0.9%	-2.1%	0.4%	4.5%	3.6%	5.3%
COc1ccccc1-n1cnc2cc(C(=O)NC3CCCC3)ccc21	-1.2%	-11.9%	17.1%	6.5%	8.9%	0.2%	5.4%	1.1%	6.1%
Cc1ccc(NC(=O)CN2C(=O)NC(C)(CCc3ccccc3)C2=O)cc1 (configuration not stated)	0.4%	-24.1%	26.1%	-4.8%	11.9%	-0.4%	-2.4%	3.1%	1.2%
CN(Cc1ccon1)C(=O)CC1C(=O)NCCN1Cc1cccc(F)c1F (configuration not stated)	3.4%	-8.7%	-6.5%	-7.1%	-7.9%	-0.1%	4.6%	3.6%	4.6%
COc1ccc(OCc2cccc(C(=O)Nn3cc([N+](=O)[O-])cn3)c2)cc1	2.7%	50.9%*	-15.9%	-108.7%	-2.9%	-0.4%	-3.9%	3.6%	3.5%
CCc1nnc(NC(=O)CSc2nnc(COc3ccc(C)cc3)n2-c2ccccc2)s1	52.8%	6.9%	-18.7%	12.3%	-4.2%	-0.2%	2.2%	15.3%	3.1%
Cc1c(C2=CCN(S(=O)(=O)c3ccc(Br)cc3)CC2)c2ccccc2n1C	17.6%	0.5%	-6.3%	-9.3%	10.6%	-0.3%	17.3%	8.8%	6.3%
COC(=O)c1ccccc1S(=O)(=O)NCc1nc2nc(C)cc(C)n2n1	2.4%	4.4%	-7.0%[20 µM]	13.8%	-1.9%	-0.1%	0.2%	3.8%	-0.1%
CN1C(=O)OC2(C)CCc3ccccc3C12C (configuration not stated)	-1.2%	-7.8%	12.3%	3.7%	29.0%	0.0%	-0.6%	-2.6%	7.4%
Cc1cc(Br)c(NC(=O)c2c(-c3c(Cl)cccc3Cl)noc2C)c(Br)c1	0.6%	-6.8%	8.3%	19.9%	7.9%	0.3%	1.0%	2.3%	6.4%
CN(C)S(=O)(=O)c1ccc(N2CCCC2)c(C(=O)NCCc2ccc(F)cc2)c1	0.5%	-25.0%	32.1%	1.9%	12.8%	0.3%	-4.1%	25.9%	5.5%
COc1ccccc1Cn1c(C)nc2ccccc21	-1.6%	-0.4%	20.8%	26.7%	0.7%	0.2%	-1.1%	9.4%	nt
CCc1ccc2c(CN(CC)Cc3nc4ccccc4c(=O)[nH]3)cc(=O)oc2c1	0.8%	nt	-40.1%	-11.7%	10.2%	-0.1%	0.9%	1.6%	3.2%
COc1ccccc1NC1SC(=O)N(c2ccccc2)C1=O (configuration not stated)	2.3%	-16.1%	8.6%	11.2%	1.4%	-0.2%	-1.0%	11.3%	-4.5%
COc1cccc(CN2CCN(C(=O)c3cc(-c4ccncc4)nc4ccc(C)cc34)CC2)c1	0.4%	-4.8%	-32.5%	33.3%	3.3%	0.2%	4.5%	6.9%	6.5%
COc1cc(NC(=O)C2=C(N3CCOCC3)/C(=C/c3ccc(Cl)cc3)CC2)cc(OC)c1OC	-0.8%	-23.3%	23.2%	-69.2%	-4.1%	-0.2%	2.6%	9.2%	0.2%
CC(=O)N(c1c(C)n(C)n(-c2ccccc2)c1=O)C1(C(=O)NC2CCCC2)CCCCC1	-1.0%	nt	7.2%	4.6%	7.2%	0.0%	-1.8%	4.4%	7.6%
CCOC(=O)c1ccccc1NC(=O)c1cccs1	1.2%	1.8%	6.4%	14.3%	-1.1%	0.8%	17.3%	1.1%	5.0%
CSc1nc(C)c(CCOCc2ccccc2)c(=O)[nH]1	-1.6%	-16.8%	-12.2%	16.2%	14.1%	-0.1%	-3.4%	1.0%	6.5%
Clc1ccc(Oc2nc3ccccc3n3cccc23)cc1	0.7%	-14.9%	21.8%	14.2%	-3.0%	-0.2%	-1.1%	4.6%	9.1%
O=C(c1cc(-c2ccccc2)nc2ccccc12)N1N=C(C(F)F)CC1(O)C(F)F (configuration not stated)	-1.0%	-27.9%	23.6%	4.8%	6.4%	-0.4%	-4.5%	0.3%	8.8%
CCOc1ccccc1NS(=O)(=O)c1csc(C(N)=O)c1	-2.1%	-3.5%	-8.8%	3.9%	-1.9%	-0.1%	-2.0%	4.4%	nt
CC(=O)c1cc(CN2CCC(C(=O)Nc3cccc(-c4cscn4)c3)CC2)cs1	3.0%	-3.1%	16.6%	10.3%	8.0%	0.3%	-1.6%	28.3%	-0.6%
O=C(c1nc(-c2ccccc2)n(-c2ccccc2)n1)N1CCCCCC1	-1.8%	-10.3%	4.3%	-1.6%	11.2%	0.7%	6.2%	6.6%	-0.6%
CCN(CC)S(=O)(=O)c1cccc(C(=O)N[C@H](C(=O)NCc2ccccc2F)C(C)C)c1	0.2%	5.9%	4.0%	18.6%	3.9%	0.3%	-1.4%	5.8%	5.2%
CC(C)CC(NC(=O)C1CCCCC1)C(=O)NC(C)c1ccccc1 (configuration not stated)	1.7%	-8.5%	-8.8%	-19.1%	-11.3%	-0.1%	1.6%	0.6%	4.0%
C[C@@H]1CC=C[C@H]2[C@H]1C(=O)N(Cc1ccccc1)[C@H]2c1ccc2ccccc2c1/C=C/c1ccccc1	1.3%	3.2%	12.8%	4.9%	0.6%	-0.1%	-0.1%	11.3%	10.6%
Cn1c(-c2ccc(F)cc2)cnc1NCc1ccc(C#N)cc1	-0.9%	17.2%	-41.9%	3.4%	-5.2%	0.0%	-4.8%	5.1%	24.6%
O=C(CCc1ccccc1)NC1CCSC1=O (configuration not stated)	0.4%	-15.9%	-34.3%	10.3%	-2.9%	-0.2%	-6.1%	22.5%	6.7%
N=c1c[n+](N2CCOCC2)[n-]o1	-0.5%	-30.3%	-15.3%	8.4%	4.3%	0.1%	-2.7%	26.5%&46.5%	-8.0%
COc1ccc(/C=C2\CCC(C3CCCC3)C2=O)cc1Cn1nc(C)cc1C (configuration not stated)	-0.9%	26.4%	2.2%	15.0%	6.0%	0.1%	0.8%	-2.7%	8.7%
Cc1nc2sccn2c(=O)c1S(=O)(=O)NCc1ccccc1Cl	0.6%	-22.7%	-2.7%[20 µM]	4.9%	-3.3%	-0.1%	-5.0%	nt	6.3%
CCC(=O)NNc1cccc(Cl)n1	-3.5%	nt	5.5%	13.8%	-0.4%	-0.2%	-2.6%	0.3%	10.5%
CC(C)(C)NC(=O)NC(=O)COC(=O)C1=COCCO1	0.0%	4.6%	9.3%	7.9%	5.8%	-0.1%	-0.4%	9.7%	2.7%
CCCn1c(C(O)c2cccc(OC)c2)nc2ccccc21 (configuration not stated)	0.1%	2.6%	-36.3%[20 µM]	1.4%	7.8%	0.5%	2.8%	nt	13.0%
COc1ccc(C)cc1-n1[nH]nnc1=S	-1.5%	-30.7%	-12.8%	7.8%	-23.7%	0.2%	-2.1%	12.7%	2.7%
CN1CCN(C(=O)c2ccccc2[N+](=O)[O-])CC1	0.0%	-15.5%	-25.3%[20 µM]	9.7%	1.5%	-0.3%	5.3%	2.5%	10.2%
CCOC(=O)c1ccc(N2C(=O)CC(Nc3ccc(O)cc3)C2=O)cc1 (configuration not stated)	-2.3%	-4.6%	-4.8%	6.1%	8.6%	-0.1%	-0.6%	?	?
N[C@@H](Cc1cc(I)c(O)c(I)c1)C(=O)O	2.0%	-32.2%	-15.8%	-4.8%	11.5%	0.2%	-1.9%	7.0%	12.6%
Nc1c(-c2ccccc2)c(CSc2nc3ccccc3[nH]2)nn1-c1cccc(C(=O)O)c1	7.5%	-21.3%	-24.0%[20 µM]	-3.7%	5.2%	-0.1%	2.6%	2.1%	2.0%
O=C1C2C3C=CC(C4CC34)C2C(=O)N1/N=C/c1cccs1 (configuration not stated)	-1.3%	14.8%	14.9%	-3.2%	12.9%	0.3%	-1.5%	3.6%	0.7%
Nc1ncnc2nc(SCC(=O)N3CCN(c4ccccc4)CC3)[nH]c12	-1.0%	-29.5%	-31.0%	-19.7%	5.7%	0.2%	0.1%	9.1%	8.9%
COc1ccc(NC(=O)C2CCN(S(=O)(=O)c3ccc(C)cc3)CC2)cc1OC	-2.5%	-13.0%	-5.2%	5.5%	-3.8%	-0.2%	-6.3%	5.4%	7.1%
Clc1ccc(-c2nc(N3CCCCC3)nc3ccccc23)cc1	3.3%	-7.9%	-10.3%	9.2%	9.1%	-0.2%	-10.3%	10.6%	5.4%
Cc1c(C(=O)O)cccc1-c1ccc(C=O)o1	6.2%	-5.2%	-33.6%	0.6%	-4.7%	-0.4%	2.1%	9.0%	5.0%
CCn1nc(NC(=O)COC)c2cc3cc(C)ccc3nc21	-1.8%	-9.2%	24.3%	-6.9%	3.1%	-0.1%	-2.7%	8.1%	3.1%

Three entries from above, with values under each structure:
Values run as follows: HIV peptide binding, NOD1 NF-kB reporter, KOR beta-arrestin-1, NOD2 inhibition, GPR55 LPI antagonism, GPR55 beta-arrestin, KOR beta-arrestin-2, Large T inhibition, MgcRacGAP inhibition
> Clc1ccc(-c2nc(N3CCCCC3)nc3ccccc23)cc1
→ 3.3%, -7.9%, -10.3%, 9.2%, 9.1%, -0.2%, -10.3%, 10.6%, 5.4%
> COc1ccc(NC(=O)C2CCN(S(=O)(=O)c3ccc(C)cc3)CC2)cc1OC
→ -2.5%, -13.0%, -5.2%, 5.5%, -3.8%, -0.2%, -6.3%, 5.4%, 7.1%
> Cc1c(C(=O)O)cccc1-c1ccc(C=O)o1
→ 6.2%, -5.2%, -33.6%, 0.6%, -4.7%, -0.4%, 2.1%, 9.0%, 5.0%

Compound activity (PubChem BioAssay)
